# M1 PAM parental: nonselective activator or artifact in parental CHO-K1 calcium assay | ATP EC20, Fluo-8 calcium fluorescence; 0% at ATP EC20, 100% at ATP max | activation, % at 3 µM | 360,000 tested, 0.02% active | AID 602247;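 active = activation above the run cutoff, the mean activation of all test compounds plus 3 SD, cut at about 40% in these data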;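 note: peak over basal fluorescence ratio in a 140 s read after ATP addition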
# M1 antag: antagonists of human M1 muscarinic receptor; CHO-K1 hM1, Fluo-8 calcium fluorescence, ACh EC80 antagonist; inhibition, % at 3 µM; P11229; 360,000 tested, 1.3% active; AID 588852;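 active = percent inhibition above its own plate's cutoff, namely the mean of that plate's compound wells plus 3 SD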;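 note: peak over basal fluorescence ratio during 140 s after agonist addition; 0% = ACh EC80 plus DMSO and 100% = DMSO alone without agonist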
# Target sequence (P11229 whole entry, looked up): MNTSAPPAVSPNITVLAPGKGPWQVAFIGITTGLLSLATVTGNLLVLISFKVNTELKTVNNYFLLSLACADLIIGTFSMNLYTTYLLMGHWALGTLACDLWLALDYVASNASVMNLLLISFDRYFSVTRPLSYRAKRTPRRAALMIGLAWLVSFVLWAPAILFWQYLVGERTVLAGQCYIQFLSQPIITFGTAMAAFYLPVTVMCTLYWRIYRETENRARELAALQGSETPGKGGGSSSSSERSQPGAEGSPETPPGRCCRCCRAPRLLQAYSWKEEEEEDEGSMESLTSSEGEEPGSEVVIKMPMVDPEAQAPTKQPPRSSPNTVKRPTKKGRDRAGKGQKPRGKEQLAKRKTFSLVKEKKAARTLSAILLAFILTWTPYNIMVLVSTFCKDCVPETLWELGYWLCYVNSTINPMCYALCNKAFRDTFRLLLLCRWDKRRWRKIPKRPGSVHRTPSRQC
# CHRM1 agonist: activates human CHRM1 receptor; CHO-K1 hM1, Fluo-8 calcium fluorescence, agonist mode; 0% DMSO, 100% acetylcholine EC100; activation, % at 3 µM; 360,000 tested, 0.33% active; AID 588814;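 active = activation above the run's mean compound activation plus 3 SD, cut at about 16% in these data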;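 note: peak over basal fluorescence ratio within a 140 s kinetic read after compound addition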
# CHO-K1 Ca antag: counter-screen for M1 antagonists: effect in parental CHO-K1 cells | AID 602250 | 360,000 tested, 0.6% active | inhibition, % at 3 µM | ATP-induced calcium, Fluo-8 fluorescence;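 active = inhibition above a per-plate cutoff, the plate's mean sample inhibition plus 3 SD, cut at about 24% in these data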;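 note: 0% = DMSO plus EC80 ATP and 100% = DMSO alone without ATP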
# OXTR potentiate: potentiators of human oxytocin receptor; P30559; CHO-OTR cells, Fluo-8 calcium fluorescence, potentiator mode; 0% = oxytocin EC15, 100% = EC100; activation, % at 3 µM; 320,000 tested, 0.061% active;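 active = activation above that plate's cutoff, the mean activation of tested compounds plus 3 SD, cut at about 6.6% in these data, passing the limit was not always enough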;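 note: 100% uses oxytocin at 75 nM as the full agonist control; some results filed as inactive read as strong as hits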
# Target sequence (P30559 whole entry, looked up): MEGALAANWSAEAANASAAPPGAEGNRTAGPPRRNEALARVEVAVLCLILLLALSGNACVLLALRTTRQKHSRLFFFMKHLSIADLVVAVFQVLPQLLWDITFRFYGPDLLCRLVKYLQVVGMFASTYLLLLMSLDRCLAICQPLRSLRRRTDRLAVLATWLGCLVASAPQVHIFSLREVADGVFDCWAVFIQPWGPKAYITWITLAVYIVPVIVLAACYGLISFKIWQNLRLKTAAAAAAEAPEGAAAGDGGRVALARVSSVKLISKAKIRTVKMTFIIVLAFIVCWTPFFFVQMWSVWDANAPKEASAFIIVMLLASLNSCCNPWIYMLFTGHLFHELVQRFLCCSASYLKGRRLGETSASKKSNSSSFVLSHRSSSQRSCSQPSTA
#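 Material: CHO-OTR cells, human receptor; compound dosing: single dose, 3.0 µM nominal final compound concentration; schedule: 6 min compound pre-incubation at room temperature, 100 s kinetic read; measured by: kinetic Fluo-8 calcium fluorescence; read-out basis: % activation vs EC15 and EC100 oxytocin; controls: EC15 oxytocin alone as 0%, 75 nM oxytocin as 100%; replicates: singlicate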
# TAAR1 agonist: agonists of human TAAR1. CHO RD-HGA16 TAAR1, Fluo-8 calcium fluorescence; vehicle wells 0%, saturating PEA agonist 100%. activation, % at 3 µM. 360,000 tested, 0.99% active;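 active = activation above the mean activation of all test compounds in the run plus 3 SD, cut at about 38% in these data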
#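 System: CHO-derived RD-HGA16 cells with stable Gα16 and human TAAR1 / Times: 17-24 h plating, Fluo-8 75 min 37 °C, 30 min RT / Technique: calcium-sensitive Fluo-8 signal, excitation 470-495, emission 515-575 nm / Measure: % activation relative to PEA EC100 response / Benchmarks: DMSO and PEA EC100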
# TAAR1 antagonist: antagonists of human TAAR1 | Q96RJ0 | CHO RD-HGA16 TAAR1, Fluo-8 calcium fluorescence, antagonist | inhibition, % at 3 µM | 360,000 tested, 1.5% active | AID 624466;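 active = inhibition above a per-plate cutoff, the mean inhibition of test compounds on that plate plus 3 SD, cut at about 49% in these data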;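 note: 0% = DMSO plus EC80 beta-PEA response and 100% = DMSO alone without agonist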
#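 System: CHO RD-HGA16 cells bearing hTAAR1. Reagent: EC80 β-phenethylamine stimulus. Schedule: seeding 17-24 h prior, 75-min 37 °C, 30-min RT dye loading. Signal: Fluo-8 intracellular calcium dye fluorescence, real-time kinetic reads. Read-out: % inhibition from peak post-agonist over basal fluorescence ratio. Benchmarks: vehicle wells and EC80 agonist wells. Replicates: n of 1.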
# CHO parental Ca: counter-screen for OX1R antagonists: effect in parental CHO cells; parental CHO-K1, ATP-induced calcium, Fluo-8 fluorescence; 330,000 tested, 0.63% active; inhibition, % at 5.6 µM; AID 463079;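 active = inhibition above that plate's mean sample inhibition plus 3 SD, cut at about 26% in these data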;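 note: 0% = ATP-challenged DMSO wells and 100% = DMSO wells without ATP; some compounds past the cut are filed as inactive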
#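 Test system: untransfected parental CHO cell line; also added: ATP stimulus; dosing: 5.6 µM, single dose; signal: calcium-sensitive Fluo-8 fluorescence; measure: percent inhibition of ATP-evoked calcium rise, normalized to controls; benchmarks: low control ATP plus DMSO, high control DMSO only; replication: one well per compound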
# M1 ag parental: M1 agonist counterscreen hit in parental CHO-K1 cells; 360,000 tested, 0.48% active; Fluo-8 calcium fluorescence; scaled to maximal ATP response, vehicle zero; AID 602248; activation, % at 3 µM; in the data active = activation above about 15%;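 note: untransfected CHO-K1 host cells lacking M1 receptor as counterscreen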
# Starred values were filed as active, the others as inactive; · = no result given.
SMILES	M1 PAM parental	M1 antag	CHRM1 agonist	CHO-K1 Ca antag	OXTR potentiate	TAAR1 agonist	TAAR1 antagonist	CHO parental Ca	M1 ag parental
Cc1cccc(-c2noc(CCCC(=O)Nc3ccc(C(N)=O)cc3)n2)c1	15	-3	-1	-10	-2	3	9	0	4.0
O=C(C1=C[C@H](c2csc3ccccc23)C[C@H](OCCCCO)O1)N1CCN(Cc2ccc3c(c2)OCO3)CC1	10	-3	-5	-15	-15	24	60*	-13	5.2
CCOC(=O)C1=C(C)NC(=O)NC1c1cccc(O)c1 (stereo not given)	-7	-2	-5	0	-7	2	-13	-8	0.3
CCn1c(CSc2nc(C)cc(C)n2)nnc1SCC(=O)N1CCCc2ccccc21	0	12	-6	-6	-3	1	5	-5	1.1
Cc1cccc(C(=O)Nc2c(C(=O)N3CCN(C)CC3)cnn2-c2ccccc2)c1	7	-10	-3	-5	-11	1	-18	-17	0.6
CCCCN(CCCC)C(=O)c1cc(Cl)ccc1[N+](=O)[O-]	8	-8	-9	0	-2	3	-9	-25	-0.7
O=C1C2ON(c3ccccc3)C(c3cccnc3)C2C(=O)N1c1ccccc1 (stereo not given)	-8	6	-1	14	-10	5	-6	-12	0.8
Cc1ccsc1CNc1ncnc2ccc(-c3c(C)noc3C)cc12	4	16	-2	-14	-3	14	20	-10	6.8
COc1cc(OC)cc(C(=O)NCCS(=O)(=O)N2CCN(Cc3ccccc3)CC2)c1	-1	-9	-5	-1	-1	0	-14	-29	0.4
COc1ccc(OC)c2c(C)cc(N3CCN(C(=O)c4ccc(C)cc4)CC3)nc12	2	1	-9	-1	-15	0	-4	-16	-0.5
COc1ccc(Cn2c(=O)[nH]c3cc(C(=O)NC4CCCC4)ccc3c2=O)cc1	-17	4	-1	6	-6	-2	9	5	1.7
Cc1cc(NS(=O)(=O)c2ccc(NC(=O)Nc3cccc(Cl)c3)cc2)no1	6	-5	-4	-10	-8	3	12	-12	0.3
CCOCCSC1=C(C#N)C(c2cccs2)C(C(C)=O)=C(C)N1 (stereo not given)	0	-12	-6	3	-12	8	1	-17	0.6
Cc1ccc(NC(=O)Cc2ccccc2F)cc1S(=O)(=O)N1CCCCCC1	-5	5	-1	-12	-13	8	-2	-3	4.1
CC1=NNC(=O)C1CCC(=O)N/N=C/c1c(Cl)cccc1Cl (stereo not given)	-9	-6	-7	6	2	6	6	-7	-0.5
CCOC(=O)c1ccccc1NC(=O)C1=COCCO1	-7	3	-3	-12	-2	-2	-19	-24	-0.2
OCC[C@@H]1C[C@H](O)[C@@H](O)[C@]2(OCCc3ccccc32)O1	5	1	-3	-2	3	14	-12	-5	0.8
CNC(=O)COc1ccc(Nc2nnc(C)c3ccccc23)cc1	21	-8	4	-22	3	1	-22	1	0.5
CN1CCN(CC(O)COc2ccc(S(=O)(=O)N3CCOCC3)cc2)CC1 (stereo not given)	10	7	-3	-12	-2	10	-19	3	0.3
O=C(Nc1ccccc1Oc1ccccc1)C1CC1	15	-10	-3	-5	-2	7	8	2	0.4
COc1cccc(C2=NOC(C(=O)NCCCn3ccnc3)C2)c1 (stereo not given)	0	-1	-4	-3	-6	8	-8	-10	0.2
Cn1c(COc2ccc(C(=O)O)cc2)nc2ccccc21	9	-16	-1	-5	-2	-1	7	1	0.2
CNS(=O)(=O)c1cccc(C(=O)OC2CCCCC2=O)c1 (stereo not given)	10	-33	0	-1	-5	1	15	-10	0.7
CC(=O)c1cccc(Nc2ncnc3ccc(Br)cc23)c1	-3	5	-4	-12	-4	3	8	-27	1.8
CC(C)c1nc(SCc2ccccn2)c2c(=O)n(C)c(=O)n(C)c2n1	-5	2	-6	1	-5	-1	-27	-18	0.1
Cc1ccc2[nH]c3c(c2c1)CCN1C(=O)OC(C)(C)C31C (stereo not given)	0	-1	-3	0	-4	8	-11	-4	0.7
Cc1cccn2c(=O)c3cc(C(=O)NC4CCCC4)c(=N)n(CCCN4CCOCC4)c3nc12	20	-13	-14	-28	-2	-1	0	-19	0.7
C#CCNC(=O)C[C@@H]1C[C@@]2(C(=O)OC)CCCCC=C2N(Cc2cccc3ccccc23)C1=O	19	·	·	-21	·	7	27	·	6.3
COc1ccccc1NC(=O)c1c(NC(=O)c2ccco2)sc2c1CCC2	21	-4	-3	-20	-5	0	-7	-19	0.6
CCCCC(NC(=O)c1cccc(Br)c1)C(=O)O (stereo not given)	-14	-5	-3	10	-4	2	-19	-21	0.3
Cc1cccc(NCN2C(=O)c3ccccc3C2=O)c1	11	-2	-3	-11	-4	-1	-2	-4	0.3
COc1ccccc1OCC(=O)N1CCCC(Nc2ccc(F)c(F)c2)C1 (stereo not given)	10	2	-2	-6	-2	2	11	-14	3.8
CCCCNC(=O)CCn1c(=O)c2ccccc2n(CC(=O)NCCc2ccc(OC)c(OC)c2)c1=O	-8	-5	-2	-2	-4	0	-18	-12	-0.1
O=C1COc2ccc(C(=O)NCc3ccco3)cc2N1	-8	-18	5	-16	-2	3	16	-6	-0.1
Cc1ccc(-c2cn(-c3ccccc3)c(SCC(=O)NC3CCS(=O)(=O)C3)n2)cc1C (stereo not given)	11	-9	2	4	-11	21	3	-25	0.0
CC(=O)N1c2ccc(S(=O)(=O)NCCC(=O)N(C)C3CCCCC3)cc2CC1C (stereo not given)	1	-2	-2	-5	-2	6	-24	-12	7.8
Cc1ccc(NC(=O)COC(=O)CCC(=O)c2cccs2)c(Br)c1	24	-15	-2	-15	0	3	-14	-9	0.7
CC1(C)CCc2cc(S(=O)(=O)N3CCN(S(=O)(=O)c4c(F)cccc4F)CC3)ccc2O1	3	-8	-3	-12	-1	6	33	-6	0.1
Cc1ccccc1NS(=O)(=O)c1ccc2c(c1)NC(=O)CCS2	-5	-6	1	-14	-5	5	-5	-13	5.5
COc1cccc(C2/C(=C(\O)c3ccc4c(c3)OCCO4)C(=O)C(=O)N2CCN(C)C)c1 (stereo not given)	9	-14	-3	-7	4	2	1	-1	0.1
C=CCNC(=O)c1cc(=O)c2ccccc2o1	13	-9	-1	-7	-6	6	4	0	0.4
CCSc1nc2sc3c(c2c2[n+]1CC(CBr)O2)CCCC3 (stereo not given)	20	-21	-6	-11	2	2	-8	-3	0.8
CC(C)(C)c1ccc(S(=O)(=O)NNC(=O)C2CCN(Cc3cccc(F)c3)CC2)cc1	25	-1	-5	-5	-20	9	2	-19	23*
O=C(NNc1ccccc1[N+](=O)[O-])Nc1cccc(Cl)c1	19	-3	4	-9	-2	14	2	-10	9.9
Cc1sc2ncnc(N3CCN(C(=O)c4ccco4)CC3)c2c1C	8	-8	-4	1	-15	7	-3	-31	3.1
O=C(O)CC(c1ccccc1)c1ccccc1	8	-10	-3	0	-4	19	-5	-2	1.4
Cc1nn(C)cc1/C=N/NC(=O)C1(O)c2ccccc2-c2ccccc21	23	6	-1	-3	-7	2	-3	-4	2.6
O=C(O)C(=O)Nc1ncn[nH]1	19	-13	0	-5	·	3	-11	·	1.4
CC(=O)Nc1cccc(C(=O)OCC(=O)NC(=O)Cc2ccccc2)c1	-1	3	1	-2	-1	4	6	1	4.2
CCC(C)(C(=O)NC1CCCCC1)N(Cc1cccs1)C(=O)Cc1cccs1 (stereo not given)	9	-11	-3	-1	-18	16	-4	-20	-0.1
CCOC(=O)CNC(=O)CSc1cc(C)nc2ccc(OC)cc12	20	-7	-11	-3	-6	4	-14	21	0.1
Cc1ccc2[nH]c(=O)c(C3=NN(C(=O)CCC(=O)O)C(c4cccs4)C3)c(-c3ccccc3)c2c1 (stereo not given)	21	1	-5	-3	-4	-1	-8	2	0.0
O=C(CSc1nnc(NC(=O)C2CC2)s1)Nc1ccccc1C(F)(F)F	-9	-2	-5	-8	-1	0	-1	-4	1.1
CCn1c2ccccc2c2cc(NC(=O)C3CCN(S(=O)(=O)c4cccs4)CC3)ccc21	-10	6	-6	17	-5	6	3	-10	0.1
CN(C)S(=O)(=O)c1cccc(C(=O)Nc2ccccc2C(=O)NC2CC2)c1	11	-7	3	-12	-1	3	21	-24	-0.3
CCCCN(C(=O)COC(=O)c1ccccc1)c1c(N)n(CCC)c(=O)[nH]c1=O	6	5	1	0	-1	1	5	-8	0.3
CCc1cc(=O)oc2c(C)c(OCC(=O)N3CCC[C@@H]3C(=O)O)ccc12	8	8	-2	-4	-4	1	-15	-9	0.1
COc1cc(/C=N/n2c(-c3ccccc3)n[nH]c2=S)cc(OC)c1O	21	-7	-4	-13	-2	1	-27	4	0.7
COc1cccc(C(O)c2nc(-c3cc4ccccc4o3)cs2)c1 (stereo not given)	5	-10	0	-14	·	3	-8	·	1.8
COc1ccc2[nH]c(=O)c(CN(Cc3nnnn3Cc3ccc(F)cc3)CC3CCCO3)cc2c1 (stereo not given)	11	-7	-4	-6	-28	19	26	-27	1.7
O=C(CN1C(=O)NC2(CCOc3ccccc32)C1=O)Nc1ccc(F)c(F)c1F (stereo not given)	14	-10	-3	-1	-3	7	0	-20	0.4
Cc1cccc(NC(=O)N2C3CCCC2CC(NC(=O)C2CC2)C3)c1 (stereo not given)	16	-6	-13	-6	-3	8	-9	-12	0.2

# A section from further up:
SMILES	M1 PAM parental	M1 antag	CHRM1 agonist	CHO-K1 Ca antag	OXTR potentiate	TAAR1 agonist	TAAR1 antagonist	CHO parental Ca	M1 ag parental
O=C(CN1C(=O)NC2(CCOc3ccccc32)C1=O)Nc1ccc(F)c(F)c1F (stereo not given)	14	-10	-3	-1	-3	7	0	-20	0.4
Cc1cccc(NC(=O)N2C3CCCC2CC(NC(=O)C2CC2)C3)c1 (stereo not given)	16	-6	-13	-6	-3	8	-9	-12	0.2

# Compounds were not picked by outcome (roughly 4.2% active in at least one column).
